Screening results (PubChem)
CXCR6 inh = inhibitors of human CXCR6 receptor; AID 602244; 0.36% of 360,000 active; CHO-K1 PathHunter CXCR6 beta-arrestin, luminescence; O00574; inhibition, % at 20 µM; in the data active = inhibition above about 34%, passing the limit was not always enough;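 note: antagonist mode with CXCL16 agonist at 10 nM final; 0% = 10 nM CXCL16 with DMSO and 100% = unstimulated wells without agonist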
EBI2 antag = antagonists of human EBI2 receptor; inhibition, % at 5 µM; 0.81% of 360,000 active; EBI2 beta-arrestin recruitment, luminescence, 7a,25-OHC stimulated; P32249; in the data active = inhibition above about 38%;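 note: enzyme fragment complementation signal reports receptor beta-arrestin coupling in cells; 0% = agonist plus DMSO wells and 100% = wells without agonist; some results beyond the cut were filed as inactive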
Gli-Sufu antag = blocks Gli-Sufu signaling in a luciferase reporter; 0.74% of 340,000 active; AID 588413; inhibition, % at 5 µM; Sufu-KO-LIGHT fibroblasts, Gli luciferase reporter luminescence;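 active = inhibition above about 55%, limit read from the data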;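 note: 0% = DMSO-treated cells and 100% = wells with medium but no cells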
XBP1 UPR activ = activators of adaptive arm of unfolded protein response (XBP1); activation, % at 20 µM; 0.33% of 330,000 active; CHO-XBP1 luciferase reporter, IRE1-XBP1 UPR activation, luminescence; percent of tunicamycin response, DMSO as zero;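 active = versus positive control, 20 µM dose yields 30% or more activation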;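 note: 100% = tunicamycin at 10 µg/mL and 0% = DMSO only wells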
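Signal: luciferase luminescence; Assay system: CHO-XBP1 luciferase reporter cells; Amount: one thousand reporter cells per well; Dosing: 20 µM single concentration, DMSO 1%; Benchmarks: high control tunicamycin 10 µg/mL final, low control DMSO vehicle only; Schedule: 6 h compound exposure at 37 °C, 5% CO2; Evaluation: percent activation relative to tunicamycin reference.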
697 NFkB inh = lowers PMA/ionomycin-induced NF-kB signal in 697 B cells | 697 B-cell NF-kB luciferase reporter, 16 h | inhibition, % at 4 µM | 0.33% of 330,000 active; in the data active = inhibition above about 35%
Mdm2-MdmX inh = inhibitors of human Mdm2/MdmX interaction; SaOS-2 split-luciferase Mdm2/MdmX complementation, luminescence; inhibition, % at 8 µM; 3% of 330,000 active; AID 485346;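 active = inhibition of at least 50% at 8 µM in the primary screen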
Target sequence (O15151 whole entry, looked up): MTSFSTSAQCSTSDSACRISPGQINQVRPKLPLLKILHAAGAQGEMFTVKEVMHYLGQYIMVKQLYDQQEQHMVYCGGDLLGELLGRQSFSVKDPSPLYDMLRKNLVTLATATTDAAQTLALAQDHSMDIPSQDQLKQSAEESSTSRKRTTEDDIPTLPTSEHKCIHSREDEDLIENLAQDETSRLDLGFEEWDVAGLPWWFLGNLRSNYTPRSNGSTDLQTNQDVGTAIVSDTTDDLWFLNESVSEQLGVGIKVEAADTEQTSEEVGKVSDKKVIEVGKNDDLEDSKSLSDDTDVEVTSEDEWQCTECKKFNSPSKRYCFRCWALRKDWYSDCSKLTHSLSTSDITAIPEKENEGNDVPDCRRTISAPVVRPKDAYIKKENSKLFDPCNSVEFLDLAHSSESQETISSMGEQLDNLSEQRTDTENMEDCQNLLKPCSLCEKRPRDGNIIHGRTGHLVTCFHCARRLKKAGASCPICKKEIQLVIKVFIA
Target sequence (Q00987 whole entry, looked up): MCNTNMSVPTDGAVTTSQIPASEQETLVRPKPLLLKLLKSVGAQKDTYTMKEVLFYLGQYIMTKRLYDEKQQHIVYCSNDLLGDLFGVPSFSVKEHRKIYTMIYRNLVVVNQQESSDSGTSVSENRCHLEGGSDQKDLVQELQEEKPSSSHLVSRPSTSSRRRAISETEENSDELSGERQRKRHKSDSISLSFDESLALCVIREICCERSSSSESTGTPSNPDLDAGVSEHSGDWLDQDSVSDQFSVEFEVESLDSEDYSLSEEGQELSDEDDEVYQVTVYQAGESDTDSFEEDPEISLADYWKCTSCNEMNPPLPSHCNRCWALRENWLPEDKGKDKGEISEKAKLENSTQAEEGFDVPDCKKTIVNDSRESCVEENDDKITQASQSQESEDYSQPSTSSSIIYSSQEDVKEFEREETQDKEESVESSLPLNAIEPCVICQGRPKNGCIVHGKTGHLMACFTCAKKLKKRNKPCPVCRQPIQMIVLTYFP
CHOP UPR activ = activators of apoptotic arm of unfolded protein response (CHOP); 0.34% of 330,000 active; CHO-CHOP luciferase reporter, UPR activation, luminescence; percent of tunicamycin response over DMSO baseline; activation, % at 10 µM;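 active = at 10 µM dose, activation of 40% or more, normalized to positive control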;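 note: 100% = tunicamycin at 10 µg/mL and 0% = DMSO alone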
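System: CHO-CHOP luciferase reporter cell line; amount: 500 cells/well; buffer or medium: F12 medium containing 10% fetal bovine serum; incubation: 6 h compound exposure at 37 °C after overnight seeding; measured by: luciferase luminescence after 10 min with Steady-Glo reagent; evaluation: % reporter activation, DMSO baseline versus tunicamycin full activation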
CCR6 antag = antagonists of human CCR6 receptor; P51684; CHO-K1 CCR6 PathHunter beta-arrestin, luminescence, CCL20-stimulated; inhibition, % at 20 µM; 0.49% of 340,000 active; AID 493098;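 active = compounds whose inhibition of the agonist-driven luminescence signal at 20 µM reaches about 50%, limit read from the data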;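 note: cells stimulated with CCL20 at 14 nM final; plate controls were DMSO with CCL20 for no effect and DMSO without agonist for full effect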
Jurkat NFkB inh = lowers PMA/ionomycin-induced NF-kB signal in Jurkat cells; 0.53% of 330,000 active; PMA/ionomycin-induced NF-kB luciferase reporter, luminescence; inhibition, % at 4 µM; AID 435003; in the data active = inhibition above about 50%
* = called active by the depositor. Compounds as they come; about 5% have a hit in one of these screens.

For COc1ccc(/C=N\N=C2/SC(CC(=O)O)C(=O)N2c2ccc(O)cc2)cc1OC (configuration not stated) the results were CXCR6 inh -4, EBI2 antag -5, Gli-Sufu antag 0, XBP1 UPR activ -1, 697 NFkB inh -54, Mdm2-MdmX inh -6, CHOP UPR activ -3.5, CCR6 antag -18 and Jurkat NFkB inh 22.
`CN(C)c1ccc(-c2nc3cnccn3c2Nc2ccc3c(c2)OCCO3)cc1` gave CXCR6 inh 11, EBI2 antag 12, Gli-Sufu antag -21, XBP1 UPR activ 2, 697 NFkB inh -81, Mdm2-MdmX inh -58, CHOP UPR activ 2.5, CCR6 antag 17 and Jurkat NFkB inh -29.
COc1cccc(C(=O)CSc2nnc(-c3ccco3)n2CC2CCCO2)c1 (configuration not stated) was read as CXCR6 inh -1, EBI2 antag -11, Gli-Sufu antag -2, XBP1 UPR activ -2, 697 NFkB inh -11, Mdm2-MdmX inh 19, CHOP UPR activ -1.9, CCR6 antag -7 and Jurkat NFkB inh 10.
For Cc1ccc(C(=O)CSc2ncnc3ccccc23)o1 the results were CXCR6 inh -2, EBI2 antag 0, Gli-Sufu antag -59, XBP1 UPR activ -1, 697 NFkB inh -23, Mdm2-MdmX inh -35, CHOP UPR activ 1.2, CCR6 antag 9 and Jurkat NFkB inh -40.
For CC1CCN(Cc2cnc(Cl)s2)CC1 the results were CXCR6 inh 2, EBI2 antag -4, Gli-Sufu antag -3, XBP1 UPR activ -3, 697 NFkB inh 0, Mdm2-MdmX inh 7, CHOP UPR activ -2.5, CCR6 antag 5 and Jurkat NFkB inh -7.
For Cc1ccc2nc(NC(=O)C3=NN(c4ccccc4)C(=O)CC3)sc2c1 the results were CXCR6 inh 4, EBI2 antag 4, Gli-Sufu antag -34, XBP1 UPR activ 4, 697 NFkB inh 0, Mdm2-MdmX inh -9, CHOP UPR activ 1.8, CCR6 antag 13 and Jurkat NFkB inh 4.
COc1ccc(NC(=O)CN2CCC(C(N)=O)(N3CCCCC3)CC2)c(OC)c1 was read as CXCR6 inh 3, EBI2 antag -1, Gli-Sufu antag 1, XBP1 UPR activ -3, 697 NFkB inh 12, Mdm2-MdmX inh 6, CHOP UPR activ 0.9, CCR6 antag -3 and Jurkat NFkB inh 7.
For COC(=O)CCCC1=CC2=C(c3ccccc3)C(=O)C(C)(OC(=O)C3CCCC3)C(=O)C2=CN1Cc1ccco1 (configuration not stated) the results were CXCR6 inh 11, EBI2 antag -19, Gli-Sufu antag 8, XBP1 UPR activ 2, 697 NFkB inh 14, Mdm2-MdmX inh 4, CHOP UPR activ 2.8, CCR6 antag 15 and Jurkat NFkB inh 0.
O=c1c2oc3ccccc3c2ncn1Cc1ccc(F)cc1 was read as CXCR6 inh 1, EBI2 antag 15, Gli-Sufu antag -53, XBP1 UPR activ 4, 697 NFkB inh -2, Mdm2-MdmX inh 3, CHOP UPR activ 2.7, CCR6 antag 5 and Jurkat NFkB inh -16.
`COc1ccc(C2C(C(C)=O)=C(O)C(=O)N2c2cccnc2)c(OC)c1` (configuration not stated) gave CXCR6 inh 1, EBI2 antag -10, Gli-Sufu antag 2, XBP1 UPR activ -1, 697 NFkB inh 6, Mdm2-MdmX inh 0, CHOP UPR activ -2.6, CCR6 antag 19 and Jurkat NFkB inh -2.
Screening Cc1ccc(OCCCCn2c(CO)nc3ccccc32)cc1 returned CXCR6 inh -2, EBI2 antag -10, Gli-Sufu antag -4, XBP1 UPR activ -2, 697 NFkB inh -13, Mdm2-MdmX inh -3, CHOP UPR activ -1.1, CCR6 antag -5 and Jurkat NFkB inh -9.
O=C1c2ccccc2C(=O)N1N(c1ccccc1)c1ccccc1 was read as CXCR6 inh 8, EBI2 antag 14, Gli-Sufu antag 4 and CCR6 antag 21.
`Cc1ccc(N2CC(NC(=O)N3CCN(C(=O)c4ccco4)CC3)CC2=O)cc1` (configuration not stated) gave CXCR6 inh -3, EBI2 antag 39, Gli-Sufu antag -7, XBP1 UPR activ -3, 697 NFkB inh 7, Mdm2-MdmX inh 12, CHOP UPR activ -0.4, CCR6 antag 12 and Jurkat NFkB inh 1.
Screening COc1ccc(NC(=O)Nc2ccccc2SC)c(OC)c1 returned CXCR6 inh -4, EBI2 antag 1, Gli-Sufu antag -8, XBP1 UPR activ 1, 697 NFkB inh 16, Mdm2-MdmX inh -2, CHOP UPR activ -0.3, CCR6 antag 8 and Jurkat NFkB inh -5.
Screening CCCCc1c(O)nc(SC2CC(=O)N(c3ccc(C(=O)OCC)cc3)C2=O)[nH]c1=O (configuration not stated) returned CXCR6 inh 11, EBI2 antag -3, Gli-Sufu antag 33, XBP1 UPR activ -2, 697 NFkB inh 15, Mdm2-MdmX inh 26, CHOP UPR activ 3.2, CCR6 antag 10 and Jurkat NFkB inh 11.
Screening CCOc1ncccc1C(=O)OC(C)C(=O)Nc1ccc(CC)cc1 (configuration not stated) returned CXCR6 inh -2, EBI2 antag -3, Gli-Sufu antag -4, XBP1 UPR activ 1, 697 NFkB inh 1, Mdm2-MdmX inh 19, CHOP UPR activ 1.2, CCR6 antag 8 and Jurkat NFkB inh 10.
`O=c1oc2ccccc2c(NC2CCCCC2)c1NS(=O)(=O)c1ccc(Cl)cc1` gave CXCR6 inh 2, EBI2 antag -11, Gli-Sufu antag 2, XBP1 UPR activ -5, 697 NFkB inh 7, Mdm2-MdmX inh 14, CHOP UPR activ -2.1, CCR6 antag -2 and Jurkat NFkB inh -2.
`CS(=O)(=O)c1ccc(NC(=O)c2ccc3c(c2)S(=O)(=O)N=C2CCCCCN23)cc1` gave CXCR6 inh 0, EBI2 antag -12, Gli-Sufu antag -17, XBP1 UPR activ 0, 697 NFkB inh 16, Mdm2-MdmX inh 19, CHOP UPR activ -0.4, CCR6 antag 9 and Jurkat NFkB inh 8.
For O=C(NCc1ccccc1Cl)/C(=C\c1cccnc1)NC(=O)c1ccccc1 the results were CXCR6 inh 1, EBI2 antag 6, Gli-Sufu antag -19, XBP1 UPR activ -4, 697 NFkB inh -4, Mdm2-MdmX inh -25, CHOP UPR activ -0.4, CCR6 antag 0 and Jurkat NFkB inh -6.
O=C(Nc1ccncc1)c1cccc(F)c1 was read as CXCR6 inh -4, EBI2 antag -1, Gli-Sufu antag -2, XBP1 UPR activ -1, 697 NFkB inh 2, Mdm2-MdmX inh 8, CHOP UPR activ 1.3, CCR6 antag -10 and Jurkat NFkB inh -6.

Brought forward from above: two compounds, followed by the next part.
For O=C(NCc1ccccc1Cl)/C(=C\c1cccnc1)NC(=O)c1ccccc1 the results were CXCR6 inh 1, EBI2 antag 6, Gli-Sufu antag -19, XBP1 UPR activ -4, 697 NFkB inh -4, Mdm2-MdmX inh -25, CHOP UPR activ -0.4, CCR6 antag 0 and Jurkat NFkB inh -6.
O=C(Nc1ccncc1)c1cccc(F)c1 was read as CXCR6 inh -4, EBI2 antag -1, Gli-Sufu antag -2, XBP1 UPR activ -1, 697 NFkB inh 2, Mdm2-MdmX inh 8, CHOP UPR activ 1.3, CCR6 antag -10 and Jurkat NFkB inh -6.
Cc1cc(C)n(-c2nnc(C)n2/N=C/c2ccc(O)cc2)n1 was read as CXCR6 inh -2, EBI2 antag -3, Gli-Sufu antag -6, XBP1 UPR activ -1, 697 NFkB inh 8, Mdm2-MdmX inh -5, CHOP UPR activ -1.0, CCR6 antag 2 and Jurkat NFkB inh 3.
COc1ccc(S(=O)(=O)N2CCCCCC2)cc1C(=O)Nc1ccc(C(=O)N(C)C)cc1 was read as CXCR6 inh -8, EBI2 antag -1, Gli-Sufu antag -4, XBP1 UPR activ -1, 697 NFkB inh 5, Mdm2-MdmX inh 5, CHOP UPR activ 0.2, CCR6 antag 13 and Jurkat NFkB inh -6.
For Cc1ccc(C(=O)N2CCC(C(N)=O)CC2)cc1C the results were CXCR6 inh -4, EBI2 antag -11, Gli-Sufu antag -10, XBP1 UPR activ 0, 697 NFkB inh -60, Mdm2-MdmX inh -11, CHOP UPR activ 0.1, CCR6 antag -10 and Jurkat NFkB inh 1.
For COc1ccc(CN2CCC(C(=O)c3cccc(Cl)c3)CC2)cc1 the results were CXCR6 inh -12, EBI2 antag -3, Gli-Sufu antag 14, XBP1 UPR activ -3, 697 NFkB inh 4, Mdm2-MdmX inh 3, CHOP UPR activ 0.9, CCR6 antag 15 and Jurkat NFkB inh 7.
For CCOC(=O)N1CCC(N(CCOC)C(=O)Nc2ccc(Cl)cc2)CC1 the results were CXCR6 inh 12, EBI2 antag -5, Gli-Sufu antag 27, XBP1 UPR activ -1, 697 NFkB inh 0, Mdm2-MdmX inh -1, CHOP UPR activ -1.0, CCR6 antag 16 and Jurkat NFkB inh -7.
For COc1ccc(-n2nc3c(N4CCC(C(=O)N5CCCCCC5)CC4)nnc(C)c3c2C)cc1 the results were CXCR6 inh 3, EBI2 antag 9, Gli-Sufu antag 10, XBP1 UPR activ 2, 697 NFkB inh -1, Mdm2-MdmX inh 40, CHOP UPR activ 0.6, CCR6 antag 5 and Jurkat NFkB inh 28.
`CC(=O)c1ccc(O[C@@H]2O[C@H](CO)[C@@H](O)[C@H](O)[C@H]2O)cc1` gave Gli-Sufu antag 25, XBP1 UPR activ -1, 697 NFkB inh 15, Mdm2-MdmX inh 12, CHOP UPR activ -3.2, CCR6 antag 8 and Jurkat NFkB inh 7.
`O=C(O)Cn1ncc2c1-c1ccoc1CC2` gave CXCR6 inh -5, EBI2 antag -1, Gli-Sufu antag -10, XBP1 UPR activ 2, 697 NFkB inh 4, Mdm2-MdmX inh 8, CHOP UPR activ 1.2, CCR6 antag 3 and Jurkat NFkB inh 7.
`CCc1cccc(NC(=O)CN(C)S(=O)(=O)c2cccs2)c1` gave CXCR6 inh -2, EBI2 antag -6, Gli-Sufu antag -8, XBP1 UPR activ -1, 697 NFkB inh -3, Mdm2-MdmX inh 4, CHOP UPR activ 2.1, CCR6 antag 7 and Jurkat NFkB inh -8.
For O=C(c1cc2ccccc2c(=O)o1)N1CCCCCC1 the results were CXCR6 inh -3, EBI2 antag -9, Gli-Sufu antag -9, XBP1 UPR activ -2, 697 NFkB inh 7, Mdm2-MdmX inh -3, CHOP UPR activ 2.9, CCR6 antag 7 and Jurkat NFkB inh 1.
Screening Cc1cc(C)c(NC(=S)N(CCc2ccncc2)C(C)C)c(C)c1 returned CXCR6 inh -2, EBI2 antag 0, Gli-Sufu antag 15, XBP1 UPR activ -2, 697 NFkB inh 13, Mdm2-MdmX inh 2, CHOP UPR activ -2.6, CCR6 antag 4 and Jurkat NFkB inh -1.
`Cc1nn(Cc2ccccc2)c(C)c1C(=O)N1CCN(CC(=O)Nc2ccccc2Cl)CC1` gave CXCR6 inh -5, EBI2 antag -8, Gli-Sufu antag 1, XBP1 UPR activ 0, 697 NFkB inh 13, Mdm2-MdmX inh 17, CHOP UPR activ 1.5, CCR6 antag 2 and Jurkat NFkB inh -6.
CC(O)C(C(=O)OCc1ccc([N+](=O)[O-])cc1)N1C(=O)c2ccccc2C1=O (configuration not stated) was read as CXCR6 inh 2, EBI2 antag 0, Gli-Sufu antag 3 and CCR6 antag 4.
Cc1ccccc1Cn1c(CN2CCc3ccccc3C2)nc2c1c(=O)n(C)c(=O)n2C was read as CXCR6 inh 4, EBI2 antag -15, Gli-Sufu antag 14, XBP1 UPR activ -2, 697 NFkB inh -2, Mdm2-MdmX inh 20, CHOP UPR activ -0.7, CCR6 antag 20 and Jurkat NFkB inh 16.
